High-throughput results deposited in PubChem BioAssay by National Center for Advancing Translational Sciences (NCATS).
HCMV inh – inhibitors of human cytomegalovirus | AID 1259415 | HFF cells, HCMV-luciferase reporter, 72 h; stronger effect = lower value | actives 4.5% (n = 410,000) | activity change, negative = inhibition, % at 57.5 µM; in the data active means activity change below about -60%; inconclusive means no clear call, values can overlap the other calls; inactive means above about -39%; further: on the % scale 0 is the no-effect control and ±100 the full control effect
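Screen run at 2 compound doses on HFFs infected with reporter HCMV, MOI 1 PFU/cell. Luciferase activity from cell lysates at 72 h post infection gave inhibition relative to buffer-only and Salinomycin wells.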
Cycloheximide cs – affects cycloheximide protein synthesis inhibition readout, counter-screen; cell reporter, cycloheximide protein synthesis inhibition counterscreen; max response, %; actives 12% (n = 300,000); AID 2314; in the data active means max response mostly above about 13%, no sharp cut-off; inactive means mostly below about 14%; further: read at 38.3 µM for the half of the compounds with a filed dose; 0% is about no effect
Shiga inhibitor – blocks Shiga toxin action in Vero cells. Vero cells, Shiga toxin protein synthesis inhibition reporter. inhibition, % at 38.7 µM. actives 9.2% (n = 290,000); in the data active means inhibition mostly above about 28%, no sharp cut-off; inactive means mostly below about 43%; further: 0% is about no effect
AmpC detergent – AmpC beta-lactamase inhibition with detergent present | P00811 | AmpC hydrolysis of nitrocefin, absorbance 480 nm, 0.01% Triton | Potency, µM (titrated, usually from 114 µM), for inactives: at the highest dose activity change, negative = inhibition, most hits filed as inhibitors | actives 0.041% (n = 370,000);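 further: potency means the concentration at half of the fitted maximal effect; 0% = no-compound wells and -100% = no-enzyme wells; nearly all actives have a fitted effect of over 25% in size; some results filed as inactive show a strong effect at the top dose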
Target sequence (P00811 whole entry, looked up): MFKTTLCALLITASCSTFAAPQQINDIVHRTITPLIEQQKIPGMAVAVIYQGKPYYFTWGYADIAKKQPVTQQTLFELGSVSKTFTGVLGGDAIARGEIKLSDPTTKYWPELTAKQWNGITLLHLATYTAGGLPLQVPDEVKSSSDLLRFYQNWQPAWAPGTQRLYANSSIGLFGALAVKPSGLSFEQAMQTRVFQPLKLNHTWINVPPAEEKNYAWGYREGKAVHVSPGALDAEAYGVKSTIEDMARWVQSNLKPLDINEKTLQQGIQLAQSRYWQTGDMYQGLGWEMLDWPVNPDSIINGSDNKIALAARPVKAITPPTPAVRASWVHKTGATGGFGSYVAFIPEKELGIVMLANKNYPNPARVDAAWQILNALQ
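20 mM phosphate pH 7.0 + 0.01% (detergent screen) or 0.0001% Triton X-100; 5.3 nM AmpC reagent; cpd preinc 15 min RT; nitrocefin (800 uM stock) to start; A480 q20 s × 4 min; Activity was normalised to no-enzyme and no-compound control wells.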
AmpC inh no detg – inhibitors of E. coli AmpC beta-lactamase without detergent; actives 0.52% (n = 330,000); AmpC nitrocefin hydrolysis, absorbance 480 nm, 0.0001% Triton; AID 485341; Potency, µM (highest dose often 57.1 µM), for inactives: top-dose activity change, negative = inhibition, most hits filed as inhibitors; P00811;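 further: potency means the concentration at half of the fitted maximal effect; plate controls were no compound for no effect and no enzyme for full effect; nearly all actives have a fitted effect of over 20% in size; some results filed as inactive show a strong effect at the top dose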
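20 mM phosphate pH 7.0 + 0.01% (detergent screen) or 0.0001% Triton X-100; 5.3 nM AmpC reagent; cpd preinc 15 min RT; nitrocefin (800 uM stock) to start; A480 q20 s × 4 min; Activity was normalised to no-enzyme and no-compound control wells.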
Giardia FBPA inh – blocks Giardia fructose-bisphosphate aldolase activity | Potency, µM (titrated, usually from 59.6 µM), inactives show at the highest dose activity, negative = inhibition, hits mostly inhibitors | A8B2U2 | AID 2451 | actives 0.71% (n = 290,000) | purified Giardia FBPA; further: potency means the concentration at half of the fitted maximal effect; on the % scale 0 is the no-effect control and ±100 the full control effect; nearly all actives have a fitted effect of over 55% in size
Target sequence (A8B2U2 whole entry, looked up): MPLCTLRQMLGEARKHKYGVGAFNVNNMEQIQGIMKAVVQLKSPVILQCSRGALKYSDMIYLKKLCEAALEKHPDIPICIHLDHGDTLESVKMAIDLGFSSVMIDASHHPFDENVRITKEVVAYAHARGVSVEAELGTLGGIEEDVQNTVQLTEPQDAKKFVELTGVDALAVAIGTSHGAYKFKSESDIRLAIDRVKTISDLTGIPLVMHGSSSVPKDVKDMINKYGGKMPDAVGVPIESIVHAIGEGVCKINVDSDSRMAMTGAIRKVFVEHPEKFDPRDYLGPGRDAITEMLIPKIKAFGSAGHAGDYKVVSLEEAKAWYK
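40 nM FBPA preincubated 10 min at RT with compound (up to 57.5 uM final), then substrate plus GAPDH/TPI/NAD/arsenate coupling and diaphorase/resazurin added. Fluorescence read after 20 min at RT, 525/598 nm.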
AMA1-RON2 inh – AMA1-RON2 (P. falciparum) interaction inhibition; AlphaScreen AMA1-biotinylated RON2 peptide binding; AID 720542; Potency, µM (titrated, usually from 58.2 µM), for inactives: at the highest dose activity change, negative = inhibition, most hits filed as inhibitors; actives 0.2% (n = 360,000);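 further: potency means the concentration at half of the fitted maximal effect; 0% = vehicle wells and -100% = peptide control; nearly all actives have a fitted effect of over 45% in size; some results filed as inactive show a strong effect at the top dose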
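AMA1 (3D7) with his tag at 25 nM final met compounds first, then biotinylated RON2 peptide at 25 nM; detection used donor plus acceptor beads, 10 µg/mL apiece, read by AlphaScreen after 30 min at room temperature.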
* = called active by the depositor; [ ] = dose if it differs, or a comment. Unless noted, the call rests on the fitted dose curve; in most records, active means well fitted curve in the direction sought with a large enough effect; inconclusive means small, poorly fitted or top-dose-only effect, or another doubt; inactive means no such curve, though single readings can be large; an effect the other way counts as inactive or inconclusive. The order is random; overall some 16% were active at least once.

Sample of the layout:
Screening O=C(CSc1nnc2ccccn12)NNC(=O)c1ccc([N+](=O)[O-])cc1 returned HCMV inh -16, Cycloheximide cs -3, Shiga inhibitor -6, AmpC detergent inconclusive, AmpC inh no detg -17%, Giardia FBPA inh 0% and AMA1-RON2 inh 52%[activator].
`COC(=O)c1sc(C(C)(C)C)cc1CS(=O)(=O)c1ccc(Cl)cc1` gave HCMV inh -10, Cycloheximide cs -2, Shiga inhibitor 1, AmpC detergent 12%, AmpC inh no detg -22%, Giardia FBPA inh -6% and AMA1-RON2 inh -11%.

The whole of this part, repeating the preview:
Screening O=C(CSc1nnc2ccccn12)NNC(=O)c1ccc([N+](=O)[O-])cc1 returned HCMV inh -16, Cycloheximide cs -3, Shiga inhibitor -6, AmpC detergent inconclusive, AmpC inh no detg -17%, Giardia FBPA inh 0% and AMA1-RON2 inh 52%[activator].
`COC(=O)c1sc(C(C)(C)C)cc1CS(=O)(=O)c1ccc(Cl)cc1` gave HCMV inh -10, Cycloheximide cs -2, Shiga inhibitor 1, AmpC detergent 12%, AmpC inh no detg -22%, Giardia FBPA inh -6% and AMA1-RON2 inh -11%.
`COc1ccc(N2C(=O)c3ccccc3NC2c2ccc(OC)c(CN3CCOCC3)c2)cc1` (stereo not given) gave HCMV inh 74, Cycloheximide cs 28*, Shiga inhibitor 64*, AmpC detergent 3%, AmpC inh no detg 48%, Giardia FBPA inh -1% and AMA1-RON2 inh -3%.
For CCN(CC)S(=O)(=O)c1cccc(-c2nnc(SCC(N)=O)n2N)c1 the results were HCMV inh -32, Cycloheximide cs 0, Shiga inhibitor -2, AmpC detergent -8%, AmpC inh no detg 1%, Giardia FBPA inh -1% and AMA1-RON2 inh 24%.
C=CCOc1c2ccc(C(=O)N(CC)c3ccc(OC)cc3)cc2nn1C was read as HCMV inh -15, Cycloheximide cs -2, Shiga inhibitor -7, AmpC detergent -3%, AmpC inh no detg inconclusive, Giardia FBPA inh 1% and AMA1-RON2 inh 0%.
Screening COc1ccc(N2C(=O)CCC(C(=O)NCCN3CCOCC3)C2c2ccc(OC)c(OC)c2)cc1 (stereo not given) returned HCMV inh -21, Cycloheximide cs -4, Shiga inhibitor -14, AmpC detergent -9%, AmpC inh no detg -4%, Giardia FBPA inh -3% and AMA1-RON2 inh -1%.
Screening O=C(O)CC1(Cc2nc(-c3cccs3)no2)CCCC1 returned HCMV inh 53, Cycloheximide cs -5, Shiga inhibitor -3, AmpC detergent inconclusive, AmpC inh no detg -24%, Giardia FBPA inh -2% and AMA1-RON2 inh -8%.
Screening COc1ccc(-c2cc(C3C4C=CCC(C)C4C(=O)N3Cc3ccccc3)ccc2F)cc1OC (stereo not given) returned Cycloheximide cs 51*, Shiga inhibitor 63* and Giardia FBPA inh -3%.
O=C(CCCn1c(SCC(=O)c2ccc(F)cc2)nc2ccccc2c1=O)NCc1ccco1 was read as HCMV inh -25, Cycloheximide cs 0, Shiga inhibitor -6, AmpC detergent -14%, AmpC inh no detg -17%, Giardia FBPA inh 25% and AMA1-RON2 inh -1%.
`Cc1nn(CC(=O)N2CCC(N3CCCCC3)CC2)c(=O)c2c1sc1ccccc12` gave HCMV inh -28, Cycloheximide cs -5, Shiga inhibitor -17, AmpC detergent -8%, AmpC inh no detg 1%, Giardia FBPA inh 1% and AMA1-RON2 inh 9%.
`Cc1cc([N+](=O)[O-])nn1CCCC(=O)Nc1c(C)n(C)n(-c2ccccc2)c1=O` gave HCMV inh 2, Cycloheximide cs 6, Shiga inhibitor 10, AmpC detergent 10%, AmpC inh no detg -24%, Giardia FBPA inh 2% and AMA1-RON2 inh -4%.
For O=[N+]([O-])c1cccc(S(=O)(=O)N2CCN(S(=O)(=O)N3CCOCC3)CC2)c1 the results were HCMV inh -4, Cycloheximide cs -7, Shiga inhibitor 12, AmpC detergent -5%, AmpC inh no detg -8%, Giardia FBPA inh 5% and AMA1-RON2 inh 10%.
For CCOC(=O)N1CCN(C(=O)C2CCN(CC3CCCCC3)CC2)CC1 the results were HCMV inh -1, Cycloheximide cs -6, Shiga inhibitor -5, AmpC detergent inconclusive, AmpC inh no detg -11%, Giardia FBPA inh -5% and AMA1-RON2 inh -12%.
Screening COC(=O)CCNCCSc1nnc(-c2ccco2)n1Cc1ccccc1 returned HCMV inh -31, Cycloheximide cs -4, Shiga inhibitor -8, AmpC detergent -13%, AmpC inh no detg 11%, Giardia FBPA inh inconclusive and AMA1-RON2 inh 10%.
`Cc1cc(C(=O)COc2cccnc2[N+](=O)[O-])c(C)n1-c1ccccc1F` gave HCMV inh -97*, Cycloheximide cs 40*, Shiga inhibitor 87*, AmpC detergent inconclusive, AmpC inh no detg -28%, Giardia FBPA inh -7% and AMA1-RON2 inh -16%.
Screening O=C(Cn1cnc2c(nnn2Cc2ccccc2)c1=O)c1ccc(Cl)cc1 returned HCMV inh -18, Cycloheximide cs -4, Shiga inhibitor -2, AmpC detergent -3%, AmpC inh no detg -26%, Giardia FBPA inh -7% and AMA1-RON2 inh 9%.
Screening Cn1nc(C(C)(C)C)cc1C(=O)O returned HCMV inh -8, Cycloheximide cs -1, Shiga inhibitor -9, AmpC detergent 0%, AmpC inh no detg 2%, Giardia FBPA inh -3% and AMA1-RON2 inh 0%.
CCCCn1c(N)c(N(CCOC)C(=O)CSCC(=O)Nc2cccc(C)c2)c(=O)[nH]c1=O was read as HCMV inh -26, AmpC detergent -21%, AmpC inh no detg -16% and AMA1-RON2 inh -2%.
For CN(C)c1ccc(C(C(=O)NCc2ccccc2)N(Cc2cccnc2)C(=O)c2snc(C(N)=O)c2N)cc1 (stereo not given) the results were HCMV inh -1, Cycloheximide cs -3, Shiga inhibitor -17, AmpC detergent 3%, AmpC inh no detg 16%, Giardia FBPA inh 4% and AMA1-RON2 inh -11%.
`Cc1ccc(N(CC(=O)N/N=C/c2cccs2)S(C)(=O)=O)cc1Cl` gave HCMV inh 9, Cycloheximide cs -4, Shiga inhibitor -6, AmpC detergent 4%, AmpC inh no detg -26%, Giardia FBPA inh -25% and AMA1-RON2 inh 0%.
For COc1ccccc1NC(=O)COC(=O)CCC1CCCC1 the results were HCMV inh -36, AmpC inh no detg 17% and AMA1-RON2 inh -1%.
COc1ccc(CN2CCNC(=O)C2CC(=O)NCCSc2nccn2C)cc1OC (stereo not given) was read as HCMV inh 16, Cycloheximide cs -3, Shiga inhibitor -4, AmpC detergent -1%, AmpC inh no detg 52%, Giardia FBPA inh -28% and AMA1-RON2 inh 93%[activator].
For COc1ccc(S(=O)(=O)N2CCCCCC2)cc1N the results were HCMV inh -37, Cycloheximide cs -1, Shiga inhibitor -2, AmpC detergent -6%, AmpC inh no detg -6%, Giardia FBPA inh 8% and AMA1-RON2 inh -20%.
CSC(=Nc1ccccc1)c1c(O)n(C)c(=O)n(C)c1=O was read as HCMV inh -15, Cycloheximide cs -2, Shiga inhibitor 45, AmpC detergent -12%, AmpC inh no detg 9%, Giardia FBPA inh -25% and AMA1-RON2 inh 0%.
Screening COc1ccc(-c2cc(-c3c(O)c(OC)c4occc4c3OC)[nH]n2)cc1OC returned HCMV inh 20, Cycloheximide cs 23*, Shiga inhibitor 25, AmpC detergent -3%, AmpC inh no detg 22%, Giardia FBPA inh -5% and AMA1-RON2 inh -6%.
Screening COc1ccc(/C=N/OC(=O)Nc2ccccc2OC)cc1 returned HCMV inh 44, Cycloheximide cs 42*, Shiga inhibitor 94*, AmpC detergent -1%, AmpC inh no detg -23%, Giardia FBPA inh 0% and AMA1-RON2 inh 5%.
Screening Cc1ccc(C)c(C(=O)CSc2nc3ccccc3c(=O)[nH]2)c1 returned HCMV inh -66*, Cycloheximide cs -2, Shiga inhibitor -1, AmpC detergent 0%, AmpC inh no detg -31%, Giardia FBPA inh -1% and AMA1-RON2 inh -3%.
For CCCOc1ccc(/C=N/Nc2ccc(C(=O)O)cc2)c(OCCC)c1 the results were HCMV inh 84, Cycloheximide cs 38*, Shiga inhibitor 121*, AmpC detergent -1%, AmpC inh no detg -36%, Giardia FBPA inh 18% and AMA1-RON2 inh -13%.
`CCN(CC(=O)N1CCOCC1)S(=O)(=O)c1ccc(C)cc1` gave HCMV inh -34, Cycloheximide cs -4, Shiga inhibitor -14, AmpC detergent -12%, AmpC inh no detg -14%, Giardia FBPA inh -1% and AMA1-RON2 inh -7%.
For O=C(N/N=C/C=C/c1ccco1)c1ccncc1 the results were HCMV inh 19, Cycloheximide cs -1, Shiga inhibitor 11, AmpC detergent -6%, AmpC inh no detg -8%, Giardia FBPA inh inconclusive and AMA1-RON2 inh 33%[activator].
C/C(Cn1nnc2ccccc21)=N\NC(=O)c1cccc(Br)c1 was read as HCMV inh -40, Cycloheximide cs 24*, Shiga inhibitor active, AmpC detergent 1%, AmpC inh no detg -35%, Giardia FBPA inh -9% and AMA1-RON2 inh 72%[activator].
`Cc1ccc(C)c(OCCn2cc(/C=C(\C#N)C(=O)NCc3ccco3)c3ccccc32)c1` gave HCMV inh 37, Cycloheximide cs -2, Shiga inhibitor -8, AmpC detergent -10%, AmpC inh no detg -21%, Giardia FBPA inh -2% and AMA1-RON2 inh 42%[activator].
`CCC(C)c1c(O)nc(SCC(=O)c2ccccc2)[nH]c1=O` (stereo not given) gave HCMV inh -29, Cycloheximide cs 6, Shiga inhibitor 18, AmpC detergent -17%, AmpC inh no detg -39%, Giardia FBPA inh -4% and AMA1-RON2 inh 19%.
Cc1ccc(SCC(=O)N2CC(C)OC(C)C2)cc1 (stereo not given) was read as HCMV inh 4, Cycloheximide cs -2, Shiga inhibitor -8, AmpC detergent -1%, AmpC inh no detg -9%, Giardia FBPA inh -2% and AMA1-RON2 inh 1%.
For COc1cccc(N2CCN(CC(=O)Nc3ccc(S(=O)(=O)N4CCCCCC4)cc3)CC2)c1 the results were HCMV inh -35, AmpC detergent inconclusive, AmpC inh no detg 28% and AMA1-RON2 inh -4%[11.6 µM].
For Cc1c(Cl)cccc1NC(=O)CNC(=O)Cc1n[nH]c(=O)c2ccccc12 the results were HCMV inh 11, AmpC inh no detg -3% and AMA1-RON2 inh 9%.
Screening CSc1ccc(Cn2nnc(C(=O)NCc3ccccc3)c2N)cc1 returned HCMV inh 17, Cycloheximide cs -1, Shiga inhibitor 2, AmpC detergent inconclusive, AmpC inh no detg -20%, Giardia FBPA inh 1% and AMA1-RON2 inh -11%.
Cc1ccc(C)c(N2CC(C(=O)O)CC2=O)c1 (stereo not given) was read as HCMV inh -16, Cycloheximide cs 2, Shiga inhibitor -4, AmpC detergent -5%, AmpC inh no detg -13%, Giardia FBPA inh 0% and AMA1-RON2 inh -3%.
`CCOC(=O)CSc1nc2c(sc(=S)n2-c2ccccc2)c(=O)n1-c1ccc(OC)cc1OC` gave HCMV inh -25, Cycloheximide cs 8, Shiga inhibitor 11, AmpC detergent 9%, AmpC inh no detg -8%, Giardia FBPA inh 16% and AMA1-RON2 inh -6%.
